hDAT+cocaine: changed human dopamine transporter uptake under cocaine IC80; Q01959; LLC-PK1 hDAT cells, [14C]-dopamine uptake with cocaine IC80; actives deviate in either direction; B-score at 10 µM; 110,000 compounds, 1.3% hits; AID 449768;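 active = Z score or B-score, a plate-position-corrected score, falls beyond the plate's 99.7% confidence bounds, in either direction; inactive = both scores lie inside the 99.7% bounds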;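 note: scored against the spread of the other compound wells on the same plate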
Target sequence (Q01959 whole entry, looked up): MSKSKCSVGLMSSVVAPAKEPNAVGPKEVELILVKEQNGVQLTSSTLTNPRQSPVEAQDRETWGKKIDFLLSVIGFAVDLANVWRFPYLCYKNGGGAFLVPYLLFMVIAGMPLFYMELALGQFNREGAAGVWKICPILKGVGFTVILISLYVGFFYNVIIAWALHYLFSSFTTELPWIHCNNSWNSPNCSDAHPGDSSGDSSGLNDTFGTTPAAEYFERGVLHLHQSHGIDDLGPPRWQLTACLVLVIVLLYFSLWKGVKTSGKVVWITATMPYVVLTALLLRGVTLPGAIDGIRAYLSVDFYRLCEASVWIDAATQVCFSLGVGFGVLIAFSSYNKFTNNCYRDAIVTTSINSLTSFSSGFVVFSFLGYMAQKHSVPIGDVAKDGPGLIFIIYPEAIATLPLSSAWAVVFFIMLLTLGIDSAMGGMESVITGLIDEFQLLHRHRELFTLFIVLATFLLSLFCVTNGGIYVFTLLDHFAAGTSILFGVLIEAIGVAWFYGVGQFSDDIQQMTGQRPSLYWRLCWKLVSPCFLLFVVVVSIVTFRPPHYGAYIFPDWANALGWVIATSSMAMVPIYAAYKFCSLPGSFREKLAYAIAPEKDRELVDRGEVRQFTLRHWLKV
HUVEC inhibit: human endothelial cell proliferation inhibition; AID 648; 86,000 compounds, 1.1% hits; HUVEC proliferation, CellTiter-Glo luminescence, 72 h; active compounds read low; viability, % at 10 µM (by protocol);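 active = viability at or below 30%; inactive = viability above 30%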;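 note: 100% = median luminescence of DMSO-only cell control wells on each plate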
E coli WT exp: blocks growth of wild type E. coli BW25113 | OD600 absorbance | growth inhibition, % at 100 µM | 98,000 compounds, 0.15% hits | AID 710;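 active = growth inhibition above about 50% at one test dose, limit read from the data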;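 note: growth measured after 20 h incubation at 37 °C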
H69AR inhibit: growth inhibitors of human H69AR lung tumor cells | H69AR lung tumor viability, ATP luminescence, 72 h; active compounds read low | 85,000 compounds, 6% hits | viability, % at 10 µM;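 active = viability at or below 40%; inactive = viability above 40%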;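 note: multidrug resistant small cell line overexpressing MRP-1 efflux transporter; 100% = mean luminescence of untreated control wells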
PostGolgi ctrl: growth of the yeast control strain, post-Golgi counter-screen; efflux-deficient yeast background strain, growth absorbance A615, 16 h; inhibition, % at 10 µM; 98,000 compounds, 5% hits; AID 738
PostGolgi yeast: growth inhibition of a yeast mutant, post-Golgi transport screen. post-Golgi transport phenotypic cell assay. inhibition, % at 10 µM. 98,000 compounds, 0.9% hits. AID 739;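 note: yeast cells grown in 1536-well plates; yeast grown about 18 h at 30C before absorbance read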
S1P2 blocker: S1P2 (human) receptor antagonism | cell-based S1P2 antagonist assay, inhibition at 5 uM | inhibition, % at 5 µM | 97,000 compounds, 0.21% hits; in the data active = inhibition above about 45%;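 note: CRE beta-lactamase reporter cells expressing human S1P2 stimulated with S1P; 0% = agonist at EC80 alone and 100% = agonist plus reference antagonist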
S1P2 agonist: agonists of human S1P2 receptor. O95136. S1P2-expressing cell line, agonist reporter read-out. activation, % at 4.5 µM. 97,000 compounds, 0.46% hits; in the data active = activation above about 16%;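 note: 0% = vehicle low control and 100% = maximal reference agonist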
Fibroblast inh: blocks proliferation of human lung fibroblasts. LL 47 human lung fibroblast viability, ATP luminescence; active compounds read low. viability, % at 10 µM. 85,000 compounds, 1.1% hits. AID 719;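 active = viability at or below 50% in the single dose screen; inactive = viability above 50%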;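 note: compound exposure lasted 72 h before the ATP readout; 100% = median luminescence of untreated cell-only wells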
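material = human LL 47 lung fibroblast cells | dosing = compounds added from tenfold dosing solution, 0.1% DMSO final | timing = overnight cell rest, 72 h compound treatment at 37 °C | measured by = CellTiter-Glo luminescence measuring cellular ATP | evaluation = % viability versus median cells-only luminescence | control set = cell-only wells, no compound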
* = called active by the depositor; / = no result given. Cut-off read from the data, not from the text of the source, unless noted: active = inhibition above about 30%; inactive = the rest. Outcome played no part in choosing rows; about 11% have a hit in one of these screens.

SMILES	hDAT+cocaine	HUVEC inhibit	E coli WT exp	H69AR inhibit	PostGolgi ctrl	PostGolgi yeast	S1P2 blocker	S1P2 agonist	Fibroblast inh
CCCn1c(C)cc(C(=O)CN2C(=O)c3cccc(N)c3C2=O)c1C	-0.91	/	2	/	0	7	-10	-2	/
Cc1cc(C)cc(OCCCOc2cccc3cccnc23)c1	0.57	/	2	/	62*	-4	-31	1	/
Cc1cc(NC(=O)c2ccc3c(c2)C(=O)N(Cc2cccnc2)C3=O)no1	1.4	96	1	84	-11	-2	5	0	104
Cc1cc(C)cc(OCC(=O)O/N=C(\N)c2ccccn2)c1	0.42	84	1	92	1	-1	-10	-5	106
CC1CCN(C(=O)c2cc(-c3ccc(Cl)c(Cl)c3)on2)CC1	-0.092	109	2	98	9	-1	-7	1	106
O=C(c1ccc2c(c1)N(Cc1ccccc1)C(=O)CS2)N1CCOCC1	-0.67	97	1	87	1	0	19	-6	98
CCc1nc(SCC(=O)NCC2CCCO2)c2oc3ccccc3c2n1 (configuration not stated)	0.81	106	5	46	-2	-3	-27	9	90
O=S(=O)(NN=C1CCCCCCC1)c1ccc(Br)cc1	-0.24	101	/	89	/	/	4	-6	102
CCOC(=O)c1c(C)[nH]c(C(=O)C(C)OC(=O)c2cccc(OCc3c(C)noc3C)c2)c1C (configuration not stated)	1.4	83	-18	81	8	-6	26	-6	98
COc1ccccc1NC(=O)CNC(=O)c1ccccc1C	-0.16	109	9	99	-6	-2	-20	-2	109
COc1cccc(OCCCN2CCCCC2)c1	1.2	109	-2	98	18	6	13	-4	108
CC(c1ccccc1)n1c(-c2ccncc2)n[nH]c1=S (configuration not stated)	-0.2	103	2	88	12	-10	4	-7	91
CCn1c(SCC(=O)NNC(=O)Cc2ccccc2)nnc1-c1ccccc1	-0.0041	/	4	/	4	9	-13	-1	/
Cc1[nH]c(=O)[nH]c(=O)c1/C=N/NC(=O)[C@H](C)NC(=O)OC(C)(C)C	-0.63	/	3	/	-6	-22	0	-7	/
CC(C)(C)S(=O)(=O)c1c(C(=O)O)cccc1C(=O)O	-0.016	103	5	80	1	4	-15	-6	99
CC(C)c1[nH]nc2c1C(Cc1ccccc1)C(C#N)=C(N)O2 (configuration not stated)	1.2	101	14	95	10	-3	-5	-4	97
Cc1cc(/C=N\NC(=O)c2cccs2)c(C)n1-c1ccc2ncccc2c1	2.9	/	-3	/	-2	-9	6	-12	/
O=C1Nc2ccccc2C(O)(C(=O)NCc2ccco2)N1c1ccc(Cl)cc1 (configuration not stated)	0.13	96	8	92	10	-2	/	/	105
CC1=C(C#N)C(NC(=O)C2CC2)(C(F)(F)F)C(=O)N1 (configuration not stated)	-0.0015	107	3	96	-2	-1	15	-2	104
CC(C)(C)c1csc(NC(=O)Cn2cnc3ccccc3c2=O)n1	/	83	1	68	1	1	-3	-3	84
COc1cc2c(cc1OC)C1=C(C#N)COCN1CC2	-0.7	97	6	/	5	4	-45	16	94
CCCCS(=O)CC(O)COCC (configuration not stated)	-0.35	93	7	102	-7	-1	3	-8	99
COc1ccc(OC)c(S(=O)(=O)N2CCC(C(=O)NCC3CCCO3)CC2)c1 (configuration not stated)	2.2	95	-3	94	3	-1	6	-4	99
O=C(COc1ccccc1)Nc1ccc(CSc2ccccc2)cc1	0.63	/	-2	/	9	-1	13	-2	/
Cc1ccc(N=C/C(C(=O)C(F)(F)F)=C(\O)c2cccs2)cc1	-1.3	/	0	/	14	9	8	-7	/
SMILES	hDAT+cocaine	HUVEC inhibit	E coli WT exp	H69AR inhibit	PostGolgi ctrl	PostGolgi yeast	S1P2 blocker	S1P2 agonist	Fibroblast inh
CCOC(=O)c1nc2nc(C)c(Cl)c(=O)n2[nH]1	1.1	93	-15	101	-2	3	11	-5	104
Cc1nc2ccc(C(=O)N3CCN(c4ccccn4)CC3)cc2s1	0.076	117	11	100	-2	-4	-10	-4	107
COc1cc(C=O)ccc1OCCOCCOc1ccccc1Cl	/	/	-7	/	-7	-2	-7	0	/
Cc1ccc(C)c(Nc2ncnc3nc[nH]c23)c1	-0.91	99	7	102	1	-8	17	-4	92
CCC(C)n1cnc2c(c1=O)c1nc3ccccc3nc1n2Cc1ccc(OC)cc1 (configuration not stated)	1.6	/	-11	/	36*	-5	-40	1	/
COC(=O)c1cc2sccc2n1CC(=O)Nc1cccc(SC)c1	-0.032	84	-15	76	10	2	/	/	91
COC(=O)c1sccc1NC(=S)N1CCC(C)CC1	0.78	93	2	104	15	0	-7	-6	104
Cc1ccc(OCCn2cc(/C(N)=N/O)c3ccccc32)cc1C	0.11	88	-6	35*	22	4	-3	-3	89
O=C(CN1CCN(c2nc(-c3ccccc3)cs2)CC1)NNC(=O)c1ccc(Br)cc1	0.036	/	-5	/	2	2	-10	-5	/
COC(=O)c1ccc(N2CCN(S(=O)(=O)c3ccc4ccccc4c3)CC2)c([N+](=O)[O-])c1	-0.13	/	-9	/	6	14	25	-3	/
Cc1cc(N2CCC(C)CC2)n2nc(C)c(-c3ccccc3)c2n1	-1.1	89	-6	47	8	1	-4	-5	97
COC(=O)C(NC(=O)c1ccccc1)c1ccccc1 (configuration not stated)	0.29	103	5	103	2	-7	-2	-1	108
Cc1cc(C)c2oc(-c3cccc(NC(=O)c4ccc(F)cc4)c3)nc2c1	0.61	40	-10	17*	0	0	-15	-3	99
N#CCSc1nc2cc(C(=O)N3CCCC3)ccc2c(=O)n1Cc1ccccc1	-0.24	/	-7	/	28	-19	-3	0	/
c1csc(Cc2nn3c(-c4n[nH]c5c4CCC5)nnc3s2)c1	0.053	92	9	68	0	-2	0	0	102
CC(=O)c1cccc(NC(=O)c2cc3nc(C)cc(C)n3n2)c1	0.37	101	-1	75	1	7	2	-8	106
Cc1ccccc1Nc1nc(N)nc(CSc2nc3ccccc3c(=O)n2CCCO)n1	2.7*	87	0	75	5	-6	/	/	96
Cc1nc(NC(=O)c2ccccc2)sc1-c1csc(Nc2ccc(F)cc2)n1	0.16	/	-16	/	-3	33*	-1	-5	/
O=C(CSCCO)N1CCc2ccccc21	-2	87	12	88	5	2	-3	-4	97
CCCc1cc(SCC(=O)Nc2c(C)n(C)n(-c3ccccc3)c2=O)n2c(nc3ccccc32)c1C#N	-1.2	97	-6	86	-2	-17	-27	-8	94
Cc1c(Cl)c([N+](=O)[O-])nn1CC(=O)N1CCc2ccccc2C1	-0.43	/	3	/	20	4	14	-6	/
CCCCCCC(=O)N1CCC(c2nc3c(nnn3Cc3ccccc3Cl)c(=O)[nH]2)CC1	0.5	84	2	34*	8	-4	-18	-3	96
CSc1nnc(Cc2ccc3c(c2)OCO3)o1	-2.5	79	0	93	5	-9	17	-3	92
CCN(CC)c1ccc(NC(=O)c2ccccc2F)cc1	1	47	4	26*	15	0	-12	-10	71
CC(=O)Oc1ccc2c(c1)C(=O)c1ccccc1CO2	-0.55	91	6	101	9	25	11	-6	100
SMILES	hDAT+cocaine	HUVEC inhibit	E coli WT exp	H69AR inhibit	PostGolgi ctrl	PostGolgi yeast	S1P2 blocker	S1P2 agonist	Fibroblast inh
CN1C(=O)NC(NC(=O)c2ccco2)(C(F)(F)F)C1=O (configuration not stated)	-0.49	94	3	93	4	16	12	-8	106
Cc1cccc(-c2noc(CN(C(=O)c3ccc4c(c3)OCO4)C(C)C)n2)c1	0.57	98	0	80	3	6	-18	-3	102
O=c1c2ccccc2c(C=NC2CCS(=O)(=O)C2)c(O)n1-c1ccccc1 (configuration not stated)	-0.45	102	1	90	11	6	1	-5	99
Cc1c(C(=O)N2CCN(C(=O)c3ccco3)CC2)sc2nc(-c3ccc(F)cc3)cn12	0.76	96	3	69	4	5	/	/	108
CCCCC(=O)N(c1ccc(OCC)cc1)C1C=CS(=O)(=O)C1 (configuration not stated)	0.7	90	0	102	5	6	/	/	97
Cc1ccc(F)cc1NC(=O)C1CCCN(c2ncccn2)C1 (configuration not stated)	-1.3	95	-10	91	16	14	6	-2	101
CCNc1ccc(C(=O)OCC)cc1NC(=O)c1cccc(N(C)C)c1	-0.79	50	0	22*	3	9	-16	-5	51
CC(=O)Nc1cc2ccc(OC(C)=O)cc2oc1=O	-0.17	92	5	84	-2	2	/	/	103
COc1cc(C(=O)N2CCC(C(=O)Nc3cccc(C(C)=O)c3)CC2)cc(OC)c1OC	-0.042	95	-3	80	12	4	/	/	92
Cc1ccccc1Cn1cnc2c(cnn2C(C)(C)C)c1=O	0.33	/	13	/	1	8	-1	-2	/
CC(C)Cn1c(SCC(=O)c2ccc(Cl)s2)nnc1-c1ccco1	0.83	93	16	66	15	2	-5	-2	117
CN1CCN(C(=O)c2ccc(C(C)(C)C)cc2)CC1	-0.099	113	3	90	4	2	/	/	96
CCOC(=O)c1ccc(NC(=O)Cn2nnc(-c3ccc(F)cc3)n2)cc1	0.48	113	-4	100	-1	-20	/	/	93
CCCSc1nc(O)c(C2OC(=O)c3c2ccc(OC)c3OC)c(=O)n1-c1ccccc1 (configuration not stated)	-1	103	3	100	2	27	-11	-2	105
COCC(C)NC(=O)COc1ccc(Cl)cc1Cl (configuration not stated)	-0.36	101	2	103	-1	2	8	-11	99
Cc1ccc(CSc2nc3c(c(=O)[nH]2)C(c2ccncc2)C2=C(CCCC2=O)N3)cc1 (configuration not stated)	0.23	66	-2	91	0	-19	3	-8	91
